# PAFAH1B3 FP inh: inhibitors of human PAFAH1B3; Q15102; recombinant PAFAH1B3, FP-rhodamine probe, fluorescence polarization; inhibition, % at 3.39 µM; 0.28% of 340,000 active;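 active = inhibition above the screen-wide average of all tested compounds plus 3 SD, cut at about 25% in these data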;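 note: 0% = enzyme with DMSO only and 100% = wells lacking PAFAH1B3 protein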
# LYPLA2 inh: LYPLA2 (human) inhibition in PME1 counter-screen | O95372 | recombinant LYPLA2, FP-Rh probe fluorescence polarization | inhibition, % at 5.9 µM | 0.38% of 320,000 active | AID 2177;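 active = inhibition above the screen-wide mean plus 3 SD, limit set per campaign, cut at about 26% in these data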;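 note: 0% = LYPLA2 with DMSO and 100% = wells lacking LYPLA2 enzyme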
# Target sequence (O95372 whole entry, looked up): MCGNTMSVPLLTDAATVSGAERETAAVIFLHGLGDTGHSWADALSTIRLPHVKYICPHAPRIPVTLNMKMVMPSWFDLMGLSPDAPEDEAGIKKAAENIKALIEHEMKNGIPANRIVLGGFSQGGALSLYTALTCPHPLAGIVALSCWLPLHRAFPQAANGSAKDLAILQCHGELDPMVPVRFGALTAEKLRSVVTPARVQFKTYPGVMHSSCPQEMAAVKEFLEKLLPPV
# PAFAH2 inh: inhibitors of human PAFAH2; AID 492956; recombinant PAFAH2, FP-rhodamine activity probe, fluorescence polarization; 0.99% of 340,000 active; inhibition, % at 3.39 µM; Q99487;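 active = inhibition above the mean over all tested compounds plus 3 SD, cut at about 30% in these data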;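 note: inhibitors block probe labeling of enzyme so polarization drops; 0% = enzyme with DMSO and 100% = wells lacking PAFAH2 protein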
# PAFAH1B2 FP inh: PAFAH1B2 (human) inhibition. AID 492953. P68402. inhibition, % at 3.39 µM. recombinant PAFAH1B2, FP-rhodamine activity probe, fluorescence polarization. 1.2% of 340,000 active;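 active = inhibition above the mean of all tested compounds plus 3 SD, cut at about 24% in these data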;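 note: 0% = enzyme with DMSO and 100% = wells lacking PAFAH1B2; many of its hits are not listed in these tables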
# pPAFAH FP inh: inhibitors of human plasma PAF acetylhydrolase (pPAFAH) | Q13093 | recombinant pPAFAH, FP-rhodamine probe fluorescence polarization | inhibition, % at 3.39 µM | 1.5% of 330,000 active | AID 463082;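 active = inhibition above the mean inhibition across the screen plus 3 SD, cut at about 25% in these data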;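 note: inhibitors block binding of the rhodamine activity-based probe so polarization drops; 0% = enzyme with DMSO and 100% = wells lacking pPAFAH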
# Target sequence (Q13093 whole entry, looked up): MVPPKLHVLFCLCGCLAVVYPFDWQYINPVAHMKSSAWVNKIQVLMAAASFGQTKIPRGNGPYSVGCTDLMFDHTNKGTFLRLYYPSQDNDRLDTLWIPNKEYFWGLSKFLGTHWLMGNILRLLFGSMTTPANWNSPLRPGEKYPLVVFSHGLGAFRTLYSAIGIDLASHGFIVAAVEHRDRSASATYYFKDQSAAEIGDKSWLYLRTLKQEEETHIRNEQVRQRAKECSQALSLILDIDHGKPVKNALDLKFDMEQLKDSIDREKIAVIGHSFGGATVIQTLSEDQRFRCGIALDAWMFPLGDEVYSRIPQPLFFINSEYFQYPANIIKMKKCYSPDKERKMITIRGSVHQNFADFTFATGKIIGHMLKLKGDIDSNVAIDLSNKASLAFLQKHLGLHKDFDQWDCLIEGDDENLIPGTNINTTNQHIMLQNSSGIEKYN
# PME-1 inh: PME-1 (human) inhibition. recombinant PME-1, FP-Rh probe fluorescence polarization. inhibition, % at 5.9 µM. 0.53% of 320,000 active. AID 2130;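 active = inhibition above the campaign mean of all compounds plus 3 SD, cut at about 26% in these data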;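 note: competitive labeling of PME-1 active site by serine hydrolase directed probe; 0% = PME-1 with DMSO and 100% = wells lacking PME-1 enzyme; inhibitors block probe labeling so polarization falls and inhibition rises; many of its hits are not listed in these tables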
# GSTO1 inh: counter-screen for RBBP9 inhibitors: inhibitors of human GSTO1; 1.1% of 300,000 active; inhibition, % at 5.96 µM; P78417; recombinant GSTO1, activity-based probe fluorescence polarization; AID 1974;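 active = inhibition above the campaign mean inhibition plus 3 SD, cut at about 35% in these data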;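 note: 0% = GSTO1-1 with DMSO and 100% = wells lacking GSTO1-1 enzyme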
# Target sequence (P78417 whole entry, looked up): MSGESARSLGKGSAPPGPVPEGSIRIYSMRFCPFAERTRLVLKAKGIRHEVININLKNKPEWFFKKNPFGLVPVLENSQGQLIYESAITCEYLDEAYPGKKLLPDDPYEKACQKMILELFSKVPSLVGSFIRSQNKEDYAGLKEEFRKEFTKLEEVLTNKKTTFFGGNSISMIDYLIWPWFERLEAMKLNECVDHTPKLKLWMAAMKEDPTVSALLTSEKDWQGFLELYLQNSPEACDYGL
# PAD4 FP inh: blocks human protein arginine deiminase 4 | Q9UM07 | inhibition, % at 6.36 µM | recombinant PAD4, RCA probe fluorescence polarization | 0.41% of 330,000 active | AID 485272;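 active = percent inhibition above a cutoff equal to the mean of all tested compounds plus 3 SD, cut at about 15% in these data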;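 note: 0% = PAD4 with RCA probe and DMSO and 100% = probe without PAD4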
# LYPLA1 counter: blocks human lysophospholipase 1, a PME1 counter-screen; recombinant LYPLA1, FP-Rh probe fluorescence polarization; O75608; 0.16% of 320,000 active; inhibition, % at 5.9 µM;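 active = inhibition above the mean of all tested compounds plus 3 SD, set per campaign, cut at about 14% in these data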;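 note: inhibitors block serine hydrolase probe labeling of LYPLA1 so polarization falls; 0% = enzyme with DMSO and 100% = wells lacking LYPLA1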
# An asterisk follows results filed as active; . = no result given. These rows are one share of the data; rates above refer to the full screens.
Molecule | LYPLA1 counter | PAFAH2 inh | PAFAH1B2 FP inh | GSTO1 inh | LYPLA2 inh | PAD4 FP inh | PAFAH1B3 FP inh | pPAFAH FP inh | PME-1 inh
CC1CN/C(=C\C(=O)c2ccc(Br)cc2)C(=O)N1 (stereo not given) | -1 | -7 | 1 | 11 | 1 | -4 | 1 | 3 | -4
Fc1ccc(CSc2nnc3ccc(-c4ccncc4)nn23)cc1 | 0 | -3 | 2 | 2 | -3 | -5 | 3 | 2 | 7
CC1CCN(C2CC(=O)N(c3ccc(Br)cc3Br)C2=O)CC1 (stereo not given) | -2 | 9 | 0 | 7 | 1 | -3 | 4 | 5 | -1
Cc1ccc2c(c1)C1CN(C)CCC1N2C(=O)c1ccccc1NS(=O)(=O)c1cccc(C(F)(F)F)c1 (stereo not given) | -6 | 5 | 4 | -1 | -2 | 1 | 13 | 6 | 6
CN(C)c1ccc(/C=N/NC(=O)CCCO)cc1 | 0 | . | . | 3 | -1 | -3 | . | 1 | 1
CCOC(=O)CSc1nc(NC#N)nc(N(CC)CC)n1 | -2 | 4 | 1 | -1 | 1 | -1 | 2 | 1 | -11
CC(=O)Nc1ccc(NC(=O)CCCn2cnc3ccccc3c2=O)cc1 | -5 | 0 | 7 | 5 | 0 | -1 | 9 | -8 | -4
CCCCNc1c(-c2ccc(OC)c(SC3CCCCC3)c2)nc2cnccn12 | -5 | -3 | 8 | 3 | 2 | 2 | 7 | 33* | 7
O=C1NC(=O)/C(=C/c2cc3c(cc2Br)OCO3)S1 | -1 | 1 | 5 | -7 | -1 | 2 | 1 | 4 | 1
N/C(=N\OC(=O)c1cccc(Br)c1)c1ccccn1 | -5 | 8 | 1 | 3 | -3 | 2 | -1 | 11 | -3
Cc1ccc2cc(CN(CC3CCCO3)C(=S)NCc3ccco3)c(=O)[nH]c2c1C (stereo not given) | -6 | 4 | 0 | 1 | -2 | 0 | 3 | 4 | 2
COC(=O)c1sccc1NC(=S)N1CCN(c2cc(C)ccc2C)CC1 | 2 | 5 | -4 | 0 | -1 | -2 | 5 | 1 | 5
Nc1nc(=S)[nH]c2c1C1(CCCCC1)Cc1ccccc1-2 | 1 | 8 | 10 | 2 | 2 | 6 | 2 | 8 | -1
Cc1ccc2[nH]c(=O)c(CN3CCCCC3)c(-c3ccccc3)c2c1 | -3 | 6 | -1 | -2 | 0 | 0 | -1 | 3 | 1
O=C(O)c1ccc(Cl)c(N2C(=O)Nc3ccccc3N2O)c1 | -1 | 4 | 7 | -2 | -2 | 0 | 4 | -1 | -5
COc1ccc(/C=C(\NC(=O)c2ccco2)C(=O)N2CCCCC2)cc1 | 2 | -7 | 0 | 0 | 3 | 3 | 7 | 4 | -1
COc1ccc(OC)c(C(=O)COC(=O)c2cccnc2Cl)c1 | 1 | 3 | 8 | 12 | 3 | -4 | 7 | 2 | -2
Cc1ncoc1C(=O)N1CCCC(CCC(=O)NCc2ccccc2F)C1 (stereo not given) | 1 | 15 | 3 | -1 | 1 | -3 | 8 | 8 | 0
Cc1nnc2ccc(-c3cccc(NS(=O)(=O)c4ccccc4Cl)c3)nn12 | -1 | 1 | 2 | -3 | 3 | 0 | -10 | 0 | 23
Cc1ccc(C)c(OCC(=O)NCC(c2ccco2)N2CCCCC2)c1 (stereo not given) | 1 | -3 | -1 | 7 | 3 | -1 | 3 | 3 | 3
CCOC(=O)c1sc(NC(=O)c2ccco2)nc1-c1ccccc1 | -3 | 2 | 1 | -10 | -3 | -1 | -3 | 5 | 1
Cc1cccc(C)c1NC(=O)CN1C(=O)NC(C)(C2CC2)C1=O (stereo not given) | . | 2 | 1 | . | . | 6 | -3 | 5 | .
CC(NC(=O)CSc1nnc(COc2ccccc2)o1)c1ccccc1 (stereo not given) | 0 | -1 | 7 | -4 | -1 | 3 | 4 | 2 | -1
Cc1ccc(C(=O)OCC(=O)Nc2c(Cl)cc(S(N)(=O)=O)cc2Cl)o1 | -1 | 4 | 3 | 7 | -4 | -9 | 5 | -9 | -11
O=C(Nc1nnc(Cc2ccccc2)s1)c1ccccc1 | -3 | 3 | 7 | -5 | -2 | 0 | 1 | 9 | -2
CN(CC1CCOCC1)C(=O)CC1C(=O)NCCN1Cc1ccc(F)c(F)c1 (stereo not given) | -1 | -3 | 2 | 0 | -2 | -5 | 9 | 2 | 0
CC(C)(C)OC(=O)C[C@@H]1C/C=C\C[C@@H](CC(=O)N[C@H](CO)Cc2ccccc2)C(=O)N2CCC[C@@H]2COC1=O | . | 1 | 5 | . | . | 0 | 14 | 0 | .
COc1ccc(CN2CCC(n3nccc3NC(=O)c3ccc4c(c3)OCO4)CC2)cc1C | 2 | -6 | 4 | 12 | 5 | 2 | 9 | -1 | -2
CCOc1ccc(N=Nc2c(=O)[nH]n3c(C)cc(C)nc23)cc1 | 0 | 1 | 1 | 11 | -2 | -33 | 1 | -3 | -13
CN1CCN(S(=O)(=O)c2ccc3[nH]cc(C(=O)O)c(=O)c3c2)CC1 | -1 | -5 | 21 | -1 | 0 | -1 | 3 | 5 | 3
COc1ccc(/C=N/OCC(=O)Nn2c(C)nc3ccccc3c2=O)cc1 | -1 | 5 | -6 | 1 | -2 | -5 | 7 | 2 | -2
O=C(O)c1ccccc1S(=O)(=O)NCC(O)COC1CCCCC1 (stereo not given) | -1 | 1 | 2 | -1 | 4 | -2 | 11 | -2 | 2
CCCCN(C(=O)Cn1nnc2ccccc21)C(C(=O)NCCOC)c1ccc(OC)cc1 (stereo not given) | 1 | -2 | 3 | 4 | 4 | 6 | -2 | 5 | 3
Clc1ccc(/C=N/Nc2ccccn2)cc1 | -2 | 1 | -3 | -2 | -4 | -1 | 4 | 8 | 7
Oc1ccc(C(=S)N2CCCC2)cc1 | 2 | 1 | 1 | 2 | 3 | 0 | 3 | 4 | 1
CCOC(=O)N1CCC(NC(=O)C2CCN(S(=O)(=O)N3CCCC3)CC2)CC1 | -4 | 10 | 4 | -3 | 3 | -4 | 6 | -1 | 2
Cc1nn(C(C)C(=O)NC2C(=O)N3C(C(=O)O)=C(CSc4nnnn4C)CSC23)cc1Cl (stereo not given) | 1 | 6 | 11 | -1 | 4 | -3 | 6 | 1 | 0
Cc1ccc(-n2c(CCc3nc4ccccc4[nH]3)n[nH]c2=S)cc1 | 2 | 4 | 3 | 7 | 4 | 1 | 2 | 1 | -7
O=C(Cc1ccc(Br)cc1)NCCCn1ccnc1 | 2 | 2 | 2 | 2 | 14 | 1 | 6 | 6 | 1
COC(=O)c1sc(-c2ccc(Cl)cc2)cc1NC(=O)/C=C/C(=O)O | -2 | -2 | 27* | -41 | 1 | 2 | 5 | 3 | -4
O=C(NNc1ccccc1)C(CCO)C(=O)NNc1ccccc1 | -2 | 2 | 3 | -1 | -1 | -3 | 10 | 1 | 0
C/C(=N\Nc1ccc2nncn2n1)c1cccs1 | 2 | -1 | 1 | -6 | 2 | 1 | 8 | 4 | -5
COc1cc(/C=C2\C(=N)N3N=C(C)SC3=NC2=O)cc(OC)c1OCCOc1ccccc1C | -3 | 0 | 5 | 1 | -4 | -6 | -1 | 11 | 5
Nc1c2nc(-c3ccccc3)[nH]c(=O)c2nc(=O)n1-c1ccccc1 | -5 | -2 | 1 | 0 | -3 | 5 | -2 | 2 | 11
CCOc1cc(N2CCOCC2)c(OCC)cc1NC(=O)C1=COCCO1 | 0 | 0 | 4 | . | -3 | -1 | 7 | -1 | 0
COC(=O)NNC(=O)COc1ccc2ccccc2c1Br | 2 | -4 | -1 | -1 | 2 | 4 | -3 | 1 | -1
O=C(COC(=O)c1ccccc1O)Nc1cccnc1Cl | 2 | -3 | -1 | -1 | 8 | 1 | 2 | 0 | 4
Cc1cccc(NC(=O)CSCC(=O)N(C)Cc2ccc(Cl)c(Cl)c2)c1 | -4 | -1 | 13 | . | 1 | -5 | 9 | 3 | 3
O=C1NC(=O)C(CC(=O)N(Cc2cccs2)C2(C(=O)NC3CCCCC3)CCCCC2)N1 (stereo not given) | 1 | -3 | 4 | 3 | 8 | -2 | -7 | 5 | 4
c1ccc2c(-c3nn[nH]n3)cccc2c1 | 1 | -4 | 7 | -8 | 0 | 4 | 0 | 3 | 5
O=C(NC(=O)c1c(F)cccc1F)O/N=C1\CCCc2occc21 | 0 | -1 | 5 | 1 | 5 | 2 | 2 | -4 | -5
O=S(=O)(NCCc1cn2ccccc2n1)c1ccc(-c2ccccc2)cc1 | -4 | 5 | 15 | 3 | 1 | 0 | 9 | 0 | 2
COc1ccc(NC(=O)c2cccnc2Cl)c(S(=O)(=O)N2CCOCC2)c1 | 0 | 4 | -2 | -2 | 6 | -5 | 4 | -2 | -5
COc1ccc(C(=O)c2cnc(/N=C/N(C)C)s2)cc1 | -7 | 0 | -3 | -3 | -5 | -5 | 4 | -3 | -7
CCS(=O)(=O)Nc1ccc(C2=NN(C(=O)c3ccco3)C(c3cccc(F)c3)C2)cc1 (stereo not given) | -1 | -3 | -1 | 3 | -1 | -2 | 1 | -5 | -4
CCCCOP(=O)(OCCCC)C(Nc1ccccc1)c1ccc2c(c1)OCO2 (stereo not given) | -1 | 9 | 7 | 4 | 5 | -4 | 0 | 3 | -3
CCCn1c(CC)nc([N+](=O)[O-])c1S(=O)(=O)c1ccccc1 | -2 | 7 | 6 | 1 | 0 | -1 | 3 | 1 | -2
CC(C)(C)OC(=O)NCCCCCc1nnc(SCc2ccc(F)cc2)o1 | 0 | . | . | -10 | 3 | -4 | . | -7 | -2
O=C(COc1ccccc1Cl)NCc1ccccc1 | -1 | 4 | -3 | 5 | -6 | -5 | 10 | 4 | -5
COCCCNC(=O)c1c(NC(=O)C2COc3ccccc3O2)sc2c1CCCC2 (stereo not given) | 1 | -1 | 3 | 7 | -5 | -2 | 0 | 1 | 1

# Continuation.
Molecule | LYPLA1 counter | PAFAH2 inh | PAFAH1B2 FP inh | GSTO1 inh | LYPLA2 inh | PAD4 FP inh | PAFAH1B3 FP inh | pPAFAH FP inh | PME-1 inh
Cc1[nH]c(SCC(=O)Nc2cc(S(C)(=O)=O)ccc2Cl)nc1Cc1ccccc1 | -2 | 8 | 3 | . | 6 | 2 | 13 | 7 | 10
CCC(c1nnc(SCC(=O)N2CC(=O)Nc3ccccc32)n1Cc1ccccc1)N(C)C (stereo not given) | 1 | 4 | 3 | -9 | 3 | -2 | 6 | 3 | -3
Nn1c(C2COc3ccccc3O2)n[nH]c1=S (stereo not given) | -1 | 1 | 5 | 35* | 0 | -5 | 4 | 6 | -4
CN(C(=O)COc1ccccc1)C1CCS(=O)(=O)C1 (stereo not given) | 4 | -178 | -2 | 1 | 3 | 4 | -5 | 3 | -4
Cc1cc(NC(=O)c2ccc(Cl)c([N+](=O)[O-])c2)no1 | 1 | . | . | 9 | -3 | 6 | . | 1 | 3

# Source: PubChem BioAssay
